SSB-PriA inh: inhibitors of Klebsiella pneumoniae PriA binding to SSB C-terminal tail. AlphaScreen SSBct-PriA binding, biotinylated peptide. inhibition, % at 33 µM. hit rate 0.6% among 430,000; in the data active means inhibition mostly above about 37%, no sharp cut-off; inactive means mostly below about 20%;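 further: plate controls were negative control peptide for no effect and reference peptide for full effect; strong numbers were not always called active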
Anthrax LF prot: blocks Bacillus anthracis lethal factor protease; hit rate 0.12% among 360,000; multiplex microsphere protease cleavage assay, LF; inhibition, % at 10 µM; further: plate controls were buffer without enzyme for full effect and enzyme alone for no effect
BH1578 lux ind: induces V. cholerae light production without autoinducers | V. cholerae BH1578 lux reporter, luminescence, 6 h | activation, % at 18.7 µM | hit rate 0.16% among 350,000; in the data active means activation mostly above about 9.7%, no sharp cut-off; inconclusive means no clear call, values can overlap the other calls; inactive means mostly below about 3.7%; further: not every result past the cut was called active; inactives centre near 0; reference of the scale not given here
BoNT A protease: inhibitors of Botulinum neurotoxin A light chain protease. multiplex microsphere protease substrate cleavage, flow cytometry. inhibition, % at 10 µM. hit rate 0.17% among 360,000. AID 588499; further: plate controls were buffer without enzyme for full effect and enzyme alone for no effect
TcdB GH inh: TcdB glycohydrolase inhibition | P18177 | TcdB glycohydrolase enzymatic assay, plate reader | inhibition, % at 9.99 µM | hit rate 0.24% among 350,000 | AID 652162; in the data active means inhibition above about 10%
PfHsp40 rescue: compounds rescuing yeast from Plasmodium falciparum HSP40 toxicity; S. cerevisiae expressing PfHsp40, growth rescue, ATP luminescence; growth rescue, % at 12.5 µM; hit rate 0.68% among 340,000; AID 504582; in the data active means growth rescue above about 28%, passing the limit was not always enough; inconclusive means no clear call, values can overlap the other calls;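 further: yeast W303a lacking pdr1 and pdr3 grown in galactose medium; growth measured after three days at 30 °C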
SARS 3CLpro inh: SARS-CoV 3CLpro protease inhibition; inhibition, % at 6 µM; hit rate 0.14% among 290,000; P0C6X7; recombinant SARS-CoV 3CLpro, quenched FRET peptide cleavage; in the data active means inhibition above about 12%
PrPC TRFRET: cell surface PrPC inhibition, primary TR-FRET screen. P04156. TR-FRET read-out. inhibition, % at 13.8 µM. hit rate 0.43% among 370,000. AID 720596; in the data active means inhibition above about 24%; further: 0% = median of the test wells and 100% = reference compound wells
Yp Topo-I inh: inhibitors of Yersinia pestis topoisomerase I; hit rate 0.064% among 360,000; AID 504884; Y. pestis Topo-I cleavage product accumulation, plate reader; activity, % at 10 µM; in the data active means activity above about 50%, passing the limit was not always enough; inconclusive means no clear call, values can overlap the other calls; further: inactives centre near 2
An asterisk follows results filed as active; i = inactive; ? = inconclusive; . = not tested or not shown; & = joins results of further samples. Unless noted, no stated cut-off is given here; in the data, active means inhibition above about 30%; inconclusive means no clear call, values can overlap the other calls; inactive means below that.

SMILES	SSB-PriA inh	Anthrax LF prot	BH1578 lux ind	BoNT A protease	TcdB GH inh	PfHsp40 rescue	SARS 3CLpro inh	PrPC TRFRET	Yp Topo-I inh
Nc1cc(Cl)ccc1Oc1ccc(Cl)cc1	-73	-6	-12	4.4	.	-1.0	-2	4	4
CCN1/C(=C/c2ccc3ccccc3[n+]2CC)C=Cc2ccccc21	48	-2	-0.2	2.3	.	166*	-4	-56	-14
CN1CCN(c2ccc3sc(-n4ccc5ccccc54)nc3c2)CC1	.	-6	-0.5	-0.4	1.2	.	.	-2	-18
Cc1ccc(NC(=O)NCc2cccnc2)cc1Cl	-3	1	i	-0.2	1.2	-0.7	-3	-2	-10
CC(=O)N1c2ccc(S(=O)(=O)NCC3CCC(C(=O)N(C)Cc4ccccc4)CC3)cc2CC1C (stereo unspecified)	1	0	i	0.3	2.6	-0.9	3	1	4
C=C(C)c1cccc(C(C)(C)NC(=O)NCC2COCCO2)c1 (stereo unspecified)	-7	-5	0.3	0.2	.	-1.7	-3	-6	5
Cc1ccc(-c2nnc(SCC(=O)Nc3nc4c(s3)CCCC4)n2C)cc1	-30	-2	-2.9	0.2	.	-0.9	-2	-6	12
COc1cccc2cc(C(=O)NCCN3CCOCC3)c(=O)oc12	-7	-6	i	-1.5	0.8	-1.4	-5	-10	6
COc1cc(OC)cc(C(=O)NC(=S)Nc2ccc3[nH]c(=O)[nH]c3c2)c1	-3	2	i	0.2	-9.3	3.3	3	-2	11
Cc1cc(CN(C)C(=O)c2cc(COc3ccc(C)c(C)c3)on2)on1	-8	-2	i	-2.7	-0.9	-1.0	1	-4	13
CCc1cc(=O)oc2cc(C)cc(OC(C)C(=O)NCCCn3ccnc3)c12 (stereo unspecified)	1	-2	-0.4	0.8	0.7	-0.7	-2	-2	-6
CCCCOC(=O)c1ccc(OC(=O)N2CCOCC2)cc1	-31&-16	.	0.2	.	1.2	-0.4	-1	1	0
COCCn1c(N)c(C#N)c2nc3ccccc3nc21	-5	-3	-8.4	0.9	.	-0.6	-4	-14	7
COC(=O)/C=c1/s/c(=C(/C#N)C(=O)NCc2ccccc2)n(-c2ccccc2)c1=O	.	5	20	0.3	.	-0.9	11	-2	-6
Cc1cccc(OCC(=O)NNC(=O)c2ccccc2OCc2c(C)noc2C)c1	-9	1	0.4	0.2	-0.3	-1.2	.	0	8

Sorted by count of non-hydrogen atoms (lowest first): part of the list above.
SMILES	SSB-PriA inh	Anthrax LF prot	BH1578 lux ind	BoNT A protease	TcdB GH inh	PfHsp40 rescue	SARS 3CLpro inh	PrPC TRFRET	Yp Topo-I inh
Nc1cc(Cl)ccc1Oc1ccc(Cl)cc1	-73	-6	-12	4.4	.	-1.0	-2	4	4
Cc1ccc(NC(=O)NCc2cccnc2)cc1Cl	-3	1	i	-0.2	1.2	-0.7	-3	-2	-10
COCCn1c(N)c(C#N)c2nc3ccccc3nc21	-5	-3	-8.4	0.9	.	-0.6	-4	-14	7
CCCCOC(=O)c1ccc(OC(=O)N2CCOCC2)cc1	-31&-16	.	0.2	.	1.2	-0.4	-1	1	0
COC(=O)/C=c1/s/c(=C(/C#N)C(=O)NCc2ccccc2)n(-c2ccccc2)c1=O	.	5	20	0.3	.	-0.9	11	-2	-6

Next records follow:
SMILES	SSB-PriA inh	Anthrax LF prot	BH1578 lux ind	BoNT A protease	TcdB GH inh	PfHsp40 rescue	SARS 3CLpro inh	PrPC TRFRET	Yp Topo-I inh
CN(CC(=O)NCc1ccco1)CC(=O)Nc1cc(S(C)(=O)=O)ccc1Cl	-1	-2	-2.3	2.4	1.0	-1.1	.	-4	-8
c1ccc(-c2nnc(CN3CCN(C(c4ccccc4)c4ccccc4)CC3)o2)cc1	-5	-2	-0.2	-1.4	3.6	0.2	4	2	31
CC12CC3(C)CC(C)(C1)CC(C(=O)NCC(=O)O)(C2)C3	-20	7	i	-0.7	0.2	0.6	2	4	4
CC(C)C(NC(=O)OCc1ccccc1)C(=O)NC(Cc1c[nH]c2ccccc12)C(=O)O (stereo unspecified)	.	0	.	0.1	-1.3	.	.	4	.
Cc1nc(N2CCOCC2)sc1C=O	-16	3	i	0.8	2.0	0.2	0	-8	-5
CN(Cc1nc(-c2cccnc2)no1)S(=O)(=O)c1ccc(Br)cc1	-3	4	-1.3	0.3	.	-0.5	-8	-1	8
COc1ccc(C2OC[C@H]3O[C@H](O)[C@H](NC(C)=O)[C@@H](O)[C@@H]3O2)cc1 (stereo partly specified)	5	-5	-0.3	0.5	0.9	0.4	6	-6	7
CCOC(=O)Cc1csc(N)n1	-7	-1	4.2	0.4	0.2	2.7	-5	3	1
CN(CCC(=O)c1ccccc1)CCC(=O)c1ccccc1	-7	-1	i	-5.3	0.7	-0.1	-4	5	-6
O=C(NCC1CCCO1)c1cccc(Br)c1 (stereo unspecified)	-4	2	-0.2	?	0.3	-0.8	-5	2	10
O=C(CN(Cc1ccccc1)C(=O)CCC(=O)Nc1ccccn1)NCCc1ccccc1	-18	-6	-0.2	-4.9	-1.1	-0.8	7	7	27
COc1ccc(-n2c(Cc3cccn3C)nnc2SCC(=O)NCC2CCCO2)cc1 (stereo unspecified)	-7	2	i	0.0	-7.5	1.7	-2	2	1
CC(=O)c1c(C)cc(C)c(CSc2nc(C)cc(=O)[nH]2)c1C	-3	4	i	-1.1	.	1.6	-2	4	0
Cc1cc(CN(C)C(=O)CC2C(=O)NCCN2Cc2ccc(-c3ccccc3)cc2)on1 (stereo unspecified)	8	-1	i	-1.7	1.8	-1.0	-1	1	-14
CC(=O)NCCc1nc2cc(NC(=O)c3ccccc3)ccc2n1C	-11	-1	i	-0.4	1.1	0.0	2	-1	0
COc1ccccc1C1/C(=C(/O)c2cnn(-c3ccccc3)c2C)C(=O)C(=O)N1CCN(C)C (stereo unspecified)	.	-3	-0.3	1.2	-0.1	-2.7	.	2	-6
Nc1ccccc1Oc1ncc(C(F)(F)F)cc1Cl	-10	-1	-0.4	0.6	0.1	0.7	3	-4	-11
COc1ccc(S(=O)(=O)N2CCN(C(=O)CCCN3C(=O)NC4(CCCC4)C3=O)CC2)cc1	-11	-1	i	0.3	0.1	-0.9	.	3	-2
CCOC(=O)C1C(c2ccc(Cl)cc2)NC(=S)NC1(O)C(F)(F)F (stereo unspecified)	-8	-6	1.6	-0.5	0.2	0.8	2	-1	3
OCCC1CN(Cc2cccn2-c2nccs2)CCN1C1CCCCC1 (stereo unspecified)	0	3	-0.3	0.7	1.0	0.8	1	-10	5
Cc1cccc(OCCNc2cc(N3CCN(CCO)CC3)ccc2[N+](=O)[O-])c1	15	-3	-0.5	0.5	1.2	0.5	-2	-22	-5
O=C(CN1CCCN(Cc2ccc(F)cc2Cl)C1=O)NC1CCCCCCC1	-17	4	1.0	1.4	.	9.0	4	3	17
Cc1ccc(S(=O)(=O)Oc2ccc(/C=N/NC(=O)c3ccncc3)cc2)cc1	.	3	-0.3	1.1	2.5	-0.6	-6	-3	10
CCN(CC)CCCNc1oc(-c2ccc(OC)c(OC)c2)nc1C#N	2	-4	i	0.3	.	2.0	3	0	-11
Cc1[nH]c(C)c(S(=O)(=O)Nc2ccccc2Cl)c1C(=O)N1CCCC1	3	0	-0.3	-3.0	2.7	-0.9	1	7	7
CCOc1ccccc1N1CC(C(=O)Nc2cc(Cl)ccc2-n2cncn2)CC1=O (stereo unspecified)	-3	5	-1.1	0.6	1.7	-0.7	.	0	-3
Cc1c(C)c2ccc(OCC(=O)NCc3ccccn3)cc2oc1=O	0	-3	-0.5	1.0	1.2	-0.5	0	0	4
CCOC(=O)c1c(C)[nH]c(C(=O)OCC(=O)N2c3ccccc3CC2C)c1C (stereo unspecified)	-8	-3	-0.6	-0.5	.	1.5	-1	8	5
CCOc1ccccc1NC(=S)N(CCCN1CCOCC1)Cc1cn(C)c2ccccc12	18	-6	i	-0.7	.	0.8	-1	-1	-2
COc1ccccc1N/N=C/c1c(CO)cnc(C)c1O	.	-2	i	1.2	.	0.2	1	0	3
c1ccc2c(c1)nc(N1CCCCCC1)c1ccccc12	-36	-2	-0.6	-0.2	0.6	0.2	-4	-3	4
CC(C)c1ccc(S(=O)(=O)N2CCN(C(=O)CN3C(=O)c4ccccc4C3=O)CC2)cc1	-14	1	16	0.0	0.6	0.1	.	7	1
Cc1nc2c(-c3ccccc3)c(C)nn2c(C)c1CCC(=O)N1CCC2(CC1)OCCO2	-14	?	-0.7	?	.	1.5	-4	3	19
Cc1cccc(OCC(=O)N2CCN(C(=O)c3ccco3)CC2)c1	-7	-1	i	-0.3	0.8	0.5	1	6	2
COc1ccc(C(=O)NC2CCN(CC(=O)N3CCCCC3)CC2)cc1	-5	8	-6.2	0.2	0.4	-0.5	8	6	10
Cc1cc(C)cc(N(CC(=O)N2CCOCC2)S(=O)(=O)c2ccccc2)c1	-8	0	2.4	-0.8	.	1.5	-6	1	7
CCc1ccc(N2CC(C(=O)OCC(=O)NC3CC3)CC2=O)cc1 (stereo unspecified)	4	0	i	-0.9	1.9	-0.9	.	9	6
CC(C)OC(=O)CSc1nc(Cc2cccs2)nc2ccccc12	-4	-2	-0.2	1.5	2.6	1.8	2	37*	28
COc1ccc(OCC(=O)N/N=C(\C)CC(=O)Nc2cccc([N+](=O)[O-])c2)cc1	.	-3	-0.4	0.6	1.1	0.8	2	-6	5
NS(=O)(=O)c1ccc(NC(=O)COC(=O)c2cnccn2)cc1	-4	-1	-0.3	0.1	0.8	-0.1	5	-3	11
COc1ccc(NC(=O)CN(C)S(=O)(=O)c2ccc3c(c2)CC(C)N3C(C)=O)cc1OC (stereo unspecified)	0	0	i	0.3	-1.6	-0.3	0	4	-6
O=C(Nc1cccc(C(F)(F)F)c1)C1CCCN1S(=O)(=O)c1cccc2cccnc12 (stereo unspecified)	-1	-1	-0.5	?	7.9	-1.6	2	0	8
CCCCOc1ccc(C(=O)N/C(=C\c2ccc([N+](=O)[O-])cc2)C(=O)OCc2ccco2)cc1	18	-1	.	1.4	.	-0.2	4	-1	-7
CC(=O)c1ccc2cccc3c2c1N=CN3C	-13	-1	-3.6	1.8	.	-0.5	5	0	4
CCOc1nc2cnccc2n(CC(=O)Nc2c(F)c(F)cc(F)c2F)c1=O	1	0	-0.3	-0.3	-0.1	-0.5	0	-6	0
CCN1CCCC1CNC(=O)C1CCCN(S(=O)(=O)c2cccc3nsnc23)C1 (stereo unspecified)	-7	-6	-5.6	0.5	.	-1.5	0	-36	-4
Cc1ccc(NC(c2ccccc2)c2nc3ccccc3[nH]c2=O)cc1 (stereo unspecified)	0	5	-4.8	0.0	1.0	0.7	-4	1	0
Cc1noc(C)c1NC(=O)N(C)C[C@H]1OCCCC[C@@H](C)Oc2ccc(NC(=O)Nc3ccc(F)cc3)cc2C(=O)N([C@@H](C)CO)C[C@H]1C	.	-1	-0.4	-0.4	0.2&-0.2	.	.	-2	6
CCOC(=O)c1c(NC(=O)C[n+]2ccc(N(C)C)cc2)sc(C)c1C	-3	-5	-0.3	0.0	-1.3	0.6	-8	4	-4
CCC1CCCCN1CCCNC(=O)Cn1c(=O)c2cccn2c2ccccc21 (stereo unspecified)	3	0	i	-1.0	2.2	-0.8	-7	0	2
CCOC(=O)N1CCN(C2=CC(=O)OC23CCCCC3)CC1	-14	-1	-0.5	-0.8	-2.7	-1.4	1	-1	-17
COC(=O)C1=C(C)NC(C)=C(C(=O)OC)C1C(=O)OCCN1C(=O)c2ccccc2C1=O	0	-6&-2	i	-0.4&0.5	0.5	0.3&-1.4	-3	3&-2	-1&-1
O=C(COc1ccccc1[N+](=O)[O-])OCC(=O)N1CCC(Cc2ccccc2)CC1	-6	-1	-0.4	-1.8	0.0	3.0	0	-3	27
Cc1c(NC(=O)CC(C)C)c(=O)n(-c2ccccc2)n1C	-1	1	-3.1	0.0	0.8	0.1	-4	-9	2

An excerpt; rates above refer to the full screens.
